From PubChem
GSH bead fluor – GSH bead compound fluorescence profile. fluorescence (KMESF) at 10 µM. GSH beads flow cytometry, compound fluorescence 488/530 nm; stronger effect = higher value. 190,000 compounds, 0.25% hits. AID 1776; in the data active = fluorescence above about 89;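 also: glutathione beads carrying GST-tagged Bcl family fusion proteins plus one bare bead set; values are compound well signal with DMSO vehicle wells as background; inactives centre near 16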
Avidin fluor – avidin bead compound fluorescence profile. Avidin beads, compound fluorescence 488/530 nm, flow cytometry; stronger effect = higher value. fluorescence (KMESF) at 10 µM. 220,000 compounds, 0.38% hits. AID 1775; in the data active = fluorescence above about 47; also: inactives centre near 10
Rac1 act GTP bind – modulators of GTP binding to human Rac1 activated mutant. percent activity (GTP binding), % at 10 µM. 190,000 compounds, 0.11% hits. GST-Rac1 activated beads, fluorescent GTP binding, flow cytometry; actives lie on both sides; 100% means binding = to untreated wells. P63000. AID 764;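 active = GTP binding at least 20 percentage points away from the 100% baseline, in either direction, so actives lie on both sides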
ABCB1 inh – blocks JC-1 efflux by human ABCB1 transporter; CCRF-Adr cells, flow cytometry; inhibition, % at 6.6 µM; 190,000 compounds, 0.067% hits; AID 1326; in the data active = inhibition above about 40%;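 also: 0% = vehicle and 100% = reference inhibitor; higher value means more JC-1 retained so stronger ABCB1 efflux block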
Target sequence (P08183 whole entry, looked up): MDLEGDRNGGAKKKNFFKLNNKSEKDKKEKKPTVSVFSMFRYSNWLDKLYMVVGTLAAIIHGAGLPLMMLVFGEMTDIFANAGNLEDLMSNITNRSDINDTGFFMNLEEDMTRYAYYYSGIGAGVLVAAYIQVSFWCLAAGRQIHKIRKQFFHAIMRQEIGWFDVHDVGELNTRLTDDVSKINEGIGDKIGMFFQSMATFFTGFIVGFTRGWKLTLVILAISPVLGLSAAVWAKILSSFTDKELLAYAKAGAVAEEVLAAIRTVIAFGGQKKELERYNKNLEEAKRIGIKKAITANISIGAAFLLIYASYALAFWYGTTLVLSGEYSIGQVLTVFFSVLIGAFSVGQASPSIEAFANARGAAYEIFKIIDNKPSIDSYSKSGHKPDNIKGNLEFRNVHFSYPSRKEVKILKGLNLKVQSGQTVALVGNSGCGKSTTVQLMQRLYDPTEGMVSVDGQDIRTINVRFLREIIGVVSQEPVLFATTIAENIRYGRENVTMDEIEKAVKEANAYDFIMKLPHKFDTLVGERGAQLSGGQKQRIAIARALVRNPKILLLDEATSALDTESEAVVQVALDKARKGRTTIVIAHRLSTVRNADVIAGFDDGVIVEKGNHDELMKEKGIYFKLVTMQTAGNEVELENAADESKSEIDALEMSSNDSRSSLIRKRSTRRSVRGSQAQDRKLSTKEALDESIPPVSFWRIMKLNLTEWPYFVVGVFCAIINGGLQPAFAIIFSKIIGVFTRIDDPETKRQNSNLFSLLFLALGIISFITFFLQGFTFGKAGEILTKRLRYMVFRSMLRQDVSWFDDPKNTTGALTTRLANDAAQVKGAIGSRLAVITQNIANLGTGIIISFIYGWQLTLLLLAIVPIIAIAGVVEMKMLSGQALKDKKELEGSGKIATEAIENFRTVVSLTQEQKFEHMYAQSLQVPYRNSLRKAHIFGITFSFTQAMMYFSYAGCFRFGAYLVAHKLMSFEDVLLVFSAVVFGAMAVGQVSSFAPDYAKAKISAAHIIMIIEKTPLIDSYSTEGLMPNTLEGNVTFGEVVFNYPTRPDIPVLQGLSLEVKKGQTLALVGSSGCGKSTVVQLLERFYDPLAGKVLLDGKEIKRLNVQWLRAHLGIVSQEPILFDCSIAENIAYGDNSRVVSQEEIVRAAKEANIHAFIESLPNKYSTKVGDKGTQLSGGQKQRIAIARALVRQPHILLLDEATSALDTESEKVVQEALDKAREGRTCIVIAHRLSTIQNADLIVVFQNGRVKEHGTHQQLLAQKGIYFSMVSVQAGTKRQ
Rab7 wt GTP bind – modulators of GTP binding to dog Rab7 wildtype GTPase | GST-Rab7 beads, fluorescent GTP binding, flow cytometry; actives lie on both sides; untreated = 100%, excess cold GTP = 0% | GTP binding activity (percent of control), % at 10 µM | 190,000 compounds, 0.055% hits | AID 758;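 active = fluorescent GTP binding to Rab7 beads changed by at least 20 points from the 100% baseline, either direction, mostly lower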;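 also: median green fluorescence of bound Bodipy-FL-GTP per Rab7 bead population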
Pf gamet viab – inhibitors of late stage P. falciparum gametocyte viability; P. falciparum stage V gametocytes, ATP luminescence, 24 h; 150,000 compounds, 0.065% hits; inhibition, % at 10.9 µM;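 active = inhibition above the mean plus 3 SD of compounds within the control limits, set per campaign, cut at about 38% in these data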;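 also: 0% = DMSO wells and 100% = medium only without gametocytes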
ABCG2 block – human ABCG2 inhibition, ABCB1 as counter-screen. IgMXP3 cells, JC-1 efflux, flow cytometry. inhibition, % at 6.6 µM. 190,000 compounds, 0.1% hits. AID 1325;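 active = inhibition above 80%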;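 also: 0% = DMSO and 100% = nicardipine control wells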
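material = IgMXP3 (ABCG2) plus far-red-tagged CCRF-Adr (ABCB1) cells | amount = 3 million cells/mL, equal mix of both lines | also added = JC-1 transporter substrate | dosing = one concentration, 6.6 µM final | schedule = 10 min at 25 °C | measured by = flow cytometric JC-1 green MFI at 530 nm | read-out basis = percent efflux inhibition, scaled nicardipine 100% to DMSO 0%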
Cdc42 wt GTP – modulators (inhibitors or activators) of GTP binding to human Cdc42 wildtype; P60953; GST-Cdc42 beads, Bodipy-GTP binding, flow cytometry; actives lie on both sides; percent activity (GTP binding), % at 10 µM; 190,000 compounds, 0.2% hits; AID 761;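 active = percent activity GTP binding at least 20 points away from the 100% baseline, either down as inhibitor or up as activator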;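 also: median bead fluorescence of bound Bodipy-FL-GTP at 100 nM; 0% = excess unlabeled GTP control and 100% = no compound control; below 100% means less GTP binding so inhibitor and above means activator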
Rac1 wt modul – alters GTP binding to wildtype human Rac1 | GST-Rac1 beads, fluorescent GTP binding, flow cytometry; actives lie on both sides; 0 = cold GTP competed, 100 = untreated | GTP binding activity (% of control), % at 10 µM | 190,000 compounds, 0.27% hits | AID 757;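 active = GTP binding activity at least 20 points away from the 100% control level, either lower or higher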
Rab2A wt mod – changes GTP binding to wildtype dog Rab2A, up or down; AID 760; GST-Rab2 wt beads, Bodipy-GTP binding, flow cytometry; P61105; GTP binding activity, % at 10 µM; 190,000 compounds, 0.19% hits;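 active = GTP binding activity at least 20 points away from 100%, either lowered or raised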;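 also: 0% = beads with excess unlabeled GTP and 100% = no-compound control corrected for plate trend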
HRas wt GTP – human HRas wildtype GTP binding, change in either direction; P01112; GST-Ras wt beads, Bodipy-FL-GTP binding, flow cytometry; actives lie on both sides; GTP binding activity, % at 10 µM; 190,000 compounds, 0.14% hits;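 active = GTP binding activity at least 20% away from the 100% baseline, either lowered as inhibitor or raised as activator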;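 also: 0% = unlabeled GTP competition control and 100% = no-compound control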
* marks the source's active call; other numbers are inactive results; · = no result given; & = joins results of further samples.

SMILES	GSH bead fluor	Avidin fluor	Rac1 act GTP bind	ABCB1 inh	Rab7 wt GTP bind	Pf gamet viab	ABCG2 block	Cdc42 wt GTP	Rac1 wt modul	Rab2A wt mod	HRas wt GTP
COC(=O)CC1=C(C(=O)OC)C2(C(=O)N(C)c3ccccc32)C(C#N)=C(N)O1 (stereo unspecified)	41	15	98	0.0	99	-23	0	93	107	99	101
CCCC(=O)NC(Oc1ccc(OC)cc1)C(Cl)(Cl)Cl (stereo unspecified)	10	9	95	0.6	100	6	8	95	98	98	98
Cn1c[n+](C)cc1C(O)c1ccccc1 (stereo unspecified)	7&24	17&5	97	0.5&-0.1	100&101	8&6	1&0	98&101	99&102	98&101	100&102
O=C(NC(Cc1ccccc1)C(=O)N1CCC2(CC1)OCCO2)C1CCCCC1 (stereo unspecified)	5	11	94	0.9	91	-8	1	98	98	94	95
c1ccc2c(CN3CCCCCC3)c[nH]c2c1	9	5	95	-0.5	98	19	0	94	94	98	95
CCN1/C(=C\C=C\C2=[N+](CC)c3ccccc3C2(C)C)C(C)(C)c2ccccc21	10	9	101	1.5	103	·	44	103	107	103	102
CCC(=O)c1cc(F)c(N2CCN(CC)CC2)cc1C	24	25	101	0.9	103	·	7	104	105	101	102
COC(=O)[C@@H]1[C@@H](C(=O)OC)C2(c3ccccc3-c3ccccc32)N(c2ccc(Cl)cc2)N1C#N	15	4	96	0.0	101	25	0	89	105	98	97
CCCCn1c(O)c(C(CC)=NCc2ccco2)c(=O)[nH]c1=O	19	23	101	1.3	102	·	6	102	105	103	103
O=C(NCCN1CCOCC1)c1ccc(Cl)nc1Cl	13	20	95	0.4	94	-21	3	98	99	99	98
CC12CN3CC(C)(CN(C1)C3c1cccs1)C2=O (stereo unspecified)	15	10	95	-0.3	102	-2	-3	98	99	95	95
CCOC(=O)C1=C(N)Oc2cc(C)oc(=O)c2C12C(=O)N1c3c(cccc32)C(C)CC1(C)C (stereo unspecified)	41	6	96	2.3	102	·	3	103	113	97	104
O=C1NC(=O)C(CCc2ccncc2)(C2CCCCC2)C(=O)N1	18	7	96	0.5	93	12	3	100	97	98	98
Cn1cccc1/C=C1\C(=O)NC(=O)N(Cc2ccco2)C1=O	19	8	96	-0.8	107	-6	0	100	98	98	96
C(#CCN1CCCCC1)COCc1ccccc1	10	9	94	0.8	95	-17	5	98	97	92	93
Cc1ccc2c(c1)C(c1ccccc1)NCC(=O)N2 (stereo unspecified)	24	11	99	0.1	97	·	3	99	95	99	100
COc1cc(C2SCC(=O)Nc3c2c(C)nn3-c2ccccc2)cc(OC)c1OC (stereo unspecified)	5	7	100	0.2	95	-13	0	102	103	97	99
CCOC(=O)c1c(NC(NC(=O)CF)C(Cl)(Cl)Cl)sc2c1CCCC2 (stereo unspecified)	15	21	97	1.8	98	-12	10	94	100	96	97
CN1C(=O)C(=Cc2ccc(N(C)C)c([N+](=O)[O-])c2)C(=O)N(C)C1=O	11	10	94	-0.6	99	·	-2	95	96	95	94
Cc1ccc2c(c1)C1CN(C)CCC1N2C(=O)c1cn(-c2ccccc2)nc1-c1ccccc1 (stereo unspecified)	15	34	99	4.4	103	-53	5	99	101	98	101
CCOC(=O)C(NC(=O)CCl)(Nc1ccc(C(O)(C(=O)OCC)C(F)(F)F)cc1)C(F)(F)F (stereo unspecified)	13	10	100	0.7	100	7	3	104	106	101	100
CCOC(=O)C1(CCOc2ccccc2)CCN(Cc2ccc(C)s2)CC1	24	11	95	1.4	106	-6	2	100	101	101	99
Cc1ccccc1C1=NCC(=O)N(CC(=O)N2CCCCC2)c2sc(C)c(C)c21	48	9	95	1.6	97	7	2	99	98	97	99
CCCCOc1ccc(CC2C(=O)N(C)C(=O)N(C)C2=O)cc1	35	2	94	-2.7	96	-6	-5	96	97	96	96
COc1ccc(CCNCc2ccc(C)s2)cc1OC	20	8	96	1.0	103	-2	9	98	96	98	97

Compound profiles, as listed above. Order of screens: GSH bead fluor | Avidin fluor | Rac1 act GTP bind | ABCB1 inh | Rab7 wt GTP bind | Pf gamet viab | ABCG2 block | Cdc42 wt GTP | Rac1 wt modul | Rab2A wt mod | HRas wt GTP
`CCCCOc1ccc(CC2C(=O)N(C)C(=O)N(C)C2=O)cc1` in the list: 35 | 2 | 94 | -2.7 | 96 | -6 | -5 | 96 | 97 | 96 | 96
`COc1ccc(CCNCc2ccc(C)s2)cc1OC` in the list: 20 | 8 | 96 | 1.0 | 103 | -2 | 9 | 98 | 96 | 98 | 97

The listing continues.
SMILES	GSH bead fluor	Avidin fluor	Rac1 act GTP bind	ABCB1 inh	Rab7 wt GTP bind	Pf gamet viab	ABCG2 block	Cdc42 wt GTP	Rac1 wt modul	Rab2A wt mod	HRas wt GTP
CCCCCn1c(=O)c(C(=O)Nc2cnccn2)c(O)c2ccccc21	18	11	88	-0.5	90	-9	-1	91	92	88	90
Cc1nn(C)c(C)c1/C=C1/CC2C3CC=C4CC(O)CCC4(C)C3CCC2(C)C1=O (stereo unspecified)	11	17	99	6.8	101	20	12	104	102	101	102
N/C(=N\[N+](=O)[O-])NCCCC(NC(=O)CNC(=O)c1ccccc1)C(=O)O (stereo unspecified)	25	12	96	0.5	104	·	2	100	98	99	99
CN1CCC(n2nccc2N)CC1	17	8	100	0.4	107	-40	1	106	108	104	104
COc1ccccc1/C=N/N=C(/N)N[N+](=O)[O-]	11	16	99	0.1	103	·	1	107	106	105	106
Cc1ccc(N/N=C/c2c(O)n(-c3ccccc3)c(=O)[nH]c2=O)cc1	16	11	97	-0.2	104	-4	1	99	100	100	103
O=C(c1ccc(Cl)cc1)C1CCCN(Cc2cccc3cccnc23)C1 (stereo unspecified)	14	7	97	0.8	97	-30	1	95	97	97	98
CCOC(=O)c1sc(N=Nc2c(O)[nH]c(=O)[nH]c2=O)c(C(=O)OCC)c1C	2	14	98	-2.1	96	·	-11	100	100	97	96
CCCCOP(=O)(CN1CCOCC1)OCCCC	25	31	95	0.2	99	·	0	95	96	96	96
CC(C)NS(=O)(=O)c1ccc(OCC(=O)N2CCN(C)CC2)cc1	20	5	97	0.7	96	·	1	101	103	100	99
CN1C[C@H](CO)C=C2c3cccc4[nH]cc(c34)C[C@H]21	18	7	98	2.1	101	·	1	100	101	100	98
CC(C)COP(=O)(OCC(C)C)C(O)c1cccnc1 (stereo unspecified)	16	11	102	0.4	102	-5	3	103	103	100	101
COCCOC(=O)C1=C(N)Oc2c(c(=O)oc3ccccc23)C1c1ccncc1 (stereo unspecified)	23	7	100	0.3	102	·	1	105	108	102	103
COc1ccc(C2(C#N)CCN(C)CC2)cc1	7	4	98	0.0	94	5	-2	96	103	95	97
O=C1NC(=O)C(=Cc2coc3ccccc3c2=O)C(=O)N1	63	12	94	0.2	94	·	4	95	98	94	94
CC(=O)O[C@@H]1[C@H]2CC[C@@H]3[C@]1(C[C@@H](OC(C)=O)[C@@]1(O)C([C@@H]4O[C@@H]4C1(C)C)[C@]3(C)O)C[C@@]2(C)O (stereo partly specified)	19	11	100	0.0	101	4	-1	98	103	101	100
CCCOP(=O)(O)c1c([N+](=O)[O-])cc(C(F)(F)F)cc1[N+](=O)[O-] (tested in a mixture with another compound)	33	12	99	-1.1	97	-16	3	99	101	99	99
OCC1(CO)COC(c2cccnc2)N1 (stereo unspecified)	5	7	101	0.2	106	-2	2	105	109	103	105
CC(C)c1ccc(O)c(CN2CCN(c3ccccc3)CC2)c1	5	9	99	0.3	98	4	1	103	99	98	101
Cc1ccc2c(c1)CC1(CN2C)C(=O)NC(=O)N(c2cc(C)ccc2C)C1=O (stereo unspecified)	14	14	102	0.0	99	-30	1	108	112	99	103
COc1ccc(N2C(=O)NC(=O)/C(=C/c3cccc(OC(=O)c4cccs4)c3)C2=O)cc1Cl	9	12	97	-1.0	92	-17	-5	98	96	95	98
O=C(COc1ccccc1)N1CCN(CCN2C(=O)c3cccc4cccc(c34)C2=O)CC1	21	4	96	4.4	105	-22	11	99	99	99	98
Cc1ccc(-n2c(C)cc(/C=C3/C(=O)NC(=O)N(Cc4ccco4)C3=O)c2C)cc1	12	10	92	1.0	90	·	12	90	95	90	92
c1ccc2sc(NC3=NCCN3)nc2c1	20	5	100	-0.6	102	14	-1	105	110	100	103
O=c1cc(C(F)(F)F)c2cc3c4c(c2o1)CCCN4CCC3	42	12	96	4.2	96	5	30	103	98	95	99

Just Avidin fluor (two entries from above):
SMILES	Avidin fluor
O=C1NC(=O)C(=Cc2coc3ccccc3c2=O)C(=O)N1	12
CC(=O)O[C@@H]1[C@H]2CC[C@@H]3[C@]1(C[C@@H](OC(C)=O)[C@@]1(O)C([C@@H]4O[C@@H]4C1(C)C)[C@]3(C)O)C[C@@]2(C)O (stereo partly specified)	11

Continued.
SMILES	GSH bead fluor	Avidin fluor	Rac1 act GTP bind	ABCB1 inh	Rab7 wt GTP bind	Pf gamet viab	ABCG2 block	Cdc42 wt GTP	Rac1 wt modul	Rab2A wt mod	HRas wt GTP
CC1N(O)C2CCCCCC2N1O (stereo unspecified)	5	8	100	0.2	99	-14	1	100	104	99	101
CN1CCN(c2ccc(C(N)=O)cc2N)CC1	39	14	97	0.1	95	·	2	96	96	95	98
CCOC(=O)N(c1ccccc1)P1(=S)OCCO1	12	18	97	0.2	108	·	2	103	105	103	103
CC(=NC(C)c1ccccc1)c1c(O)[nH]c(=O)[nH]c1=O (stereo unspecified)	15	12	100	0.6	101	·	1	102	99	101	102
COP(=O)(OC)C(Nc1ccccn1)c1ccccc1 (stereo unspecified)	14	8	100	0.7	97	25	5	101	102	100	100
CC(NC(=O)Cc1cccc2ccccc12)C(=O)N1CCC(=O)CC1 (stereo unspecified)	10	4	95	-0.2	109	6	0	100	101	103	100
CCOC(=O)C1SC2(C(F)(F)F)CC1(O)c1c(C)cc(C)nc1O2 (stereo unspecified)	15	9	101	0.2	107	·	1	108	110	105	105
C=COCCn1c(C)c(C(C)=O)c2cc(O)ccc21	15	13	91	0.2	99	4	2	95	97	95	95
O=C(N/N=C/c1c(O)n(Cc2ccccc2)c(=O)[nH]c1=O)c1ccccc1O	12	11	89	0.2	94	0	2	94	92	90	89
Fc1c(F)c(F)c(N2CCNCC2)c(F)c1F	12	17	95	-0.3	105	7	3	95	100	97	98
CCN(CC)c1ccc(CC2C(=O)N(C)C(=O)N(C)C2=O)cc1	13	12	101	0.2	103	·	13	105	107	105	103
CCCC1(CCC)C(=O)NC(=Nc2ccc(C)cc2)NC1=O	11	9	100	1.8	110	-12	4	99	100	103	104
CCC(C)N1C(=O)/C(=C\c2cc3c4c(c2)CCCN4CCC3)C(=O)NC1=S (stereo unspecified)	27	11	96	3.4	100	5	6	99	100	96	96
Cc1cc(C(=O)C[N+]23CCN(CC2)CC3)c(C)n1-c1ccc(Br)cc1	12	9	93	0.3	103	-31	1	98	100	99	98
CCN(CC)c1ccc(CN2CC=C(c3ccc(F)cc3)CC2)cc1	14	13	100	0.7	103	·	5	105	105	103	102

The list is partial. The share of hits here may be higher or lower than overall.
